Screening data (PubChem)
EP2 modulator = EP2 receptor modulators, cAMP readout, primary screen, cell-based, HTRF cAMP, PGE2 stimulation | EP2-expressing cells, cAMP HTRF FRET, PGE2 co-stimulation | Prostaglandin E2 receptor EP2 subtype (Homo sapiens), P43116 | induction, % at 25 µM | 260,000 compounds, 0.83% hits;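 active = compounds whose cAMP rise, as percent of the full-agonist control response, exceeds 60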;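 note: rat C6 glioma line stably carrying human EP2 under a CMV promoter; the protocol text gives 20 µM as final concentration; 100% = response of wells given 1 µM PGE2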
Target sequence (P43116 whole entry, looked up): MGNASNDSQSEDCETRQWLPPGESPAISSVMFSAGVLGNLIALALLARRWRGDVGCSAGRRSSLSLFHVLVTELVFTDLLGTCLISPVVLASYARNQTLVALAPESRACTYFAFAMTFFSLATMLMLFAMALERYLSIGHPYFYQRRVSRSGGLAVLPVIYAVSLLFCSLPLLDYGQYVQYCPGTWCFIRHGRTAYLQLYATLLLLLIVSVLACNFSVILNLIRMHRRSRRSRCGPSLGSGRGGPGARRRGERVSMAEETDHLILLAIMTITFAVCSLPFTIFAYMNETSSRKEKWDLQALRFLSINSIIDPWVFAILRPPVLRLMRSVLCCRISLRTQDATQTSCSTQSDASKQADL
Starred values were filed as active, the others as inactive. Only part of the results is shown (hit frequency here may not be typical).

EP2 modulator | mol
-41.7 | Cc1ccc(-c2c(C)nn3c(NCCCO)c4c(nc23)CCC4)cc1
-2.6 | CC(C)c1nc2ccccc2c2nn(CC(=O)N3CCOCC3)c(=O)n12
-11.2 | O=C(CN1CCC(O)(c2ccccn2)CC1)Nc1ccc(N2CCCCC2)cc1
7.6 | CCCn1c(=O)[nH]c2c(C(N)=O)nc(-c3ccc(F)cc3)nc21
15.2 | CC[C@H](Cn1ncc2ccccc2c1=O)NC(=O)C1(c2ccc(OC)cc2)CCCCC1
11.0 | COc1cccc(CNC(=O)Cn2c(=O)n(C)c3ncccc32)c1
-11.2 | CC1CCc2c(sc3ncn4c(=O)n(CC(=O)N5CCCCC5)nc4c23)C1 (configuration not stated)
7.0 | CC(=O)N1CCN(C(=O)Cn2nc3c4ccccc4nc(C(C)C)n3c2=O)CC1
-92.5 | O=C(c1nc2ccccc2s1)C1CCN(C(=O)c2ccc(OC3CSC3)cc2)CC1
-25.5 | O=C(Cc1ccc(F)cc1)N1CCC(n2nc(-c3cccs3)ccc2=O)CC1

More records
EP2 modulator | mol
-23.8 | Cc1ncc(-c2ccncc2)c(C2CCN(C(=O)c3ccc(-n4cnnn4)cc3)CC2)n1
-22.6 | O=C(Cn1nc2c3ccccc3nc(C3CC3)n2c1=O)N1CCc2ccccc21
-25.4 | Cc1nn(CC(=O)NC(C)C2CCCCC2)c(=O)c2cc3sccc3n12 (configuration not stated)
3.8 | Cc1ccc2oc(C(=O)N3CCN(Cc4ccccc4F)C[C@@H]3C(C)C)cc(=O)c2c1
-32.1 | CCCS(=O)(=O)N1CCC[C@@H](Cn2nc(-c3cccs3)ccc2=O)C1
-6.8 | O=C(CN1CCC(O)(c2ccccn2)CC1)Nc1ccc2c(c1)OCO2
-80.6 | Cc1ccc(C2(O)CC3CCC(C2)N3c2cc(C)nc(N)n2)cc1 (configuration not stated)
6.3 | COc1cccc(CC(=O)NC(CC(C)C)c2nc3cccnc3n2C(C)C)c1 (configuration not stated)
-4.5 | Cc1cc(-c2cnc(C)nc2C2CCCN(CC(=O)NCc3cccs3)C2)on1 (configuration not stated)
17.2 | COc1ccc2c(c1)cc(C)c1nn(CC(=O)Nc3cccc(C)n3)c(=O)n12

Additional structures
EP2 modulator | mol
-2.6 | Cc1nn(CC(=O)N2C(C)CCCC2C)c(=O)c2cc3occc3n12 (configuration not stated)
-25.1 | CCc1nn(Cc2ccccn2)c(=O)c2cc3sc(C)cc3n12
-11.5 | Cc1cc2c(o1)c1cnn(CC(=O)NC3CC3)c(=O)c1n2C(C)C
-40.3 | CC(C)(C)OC(=O)N1CCC[C@@H](C(=O)c2cccs2)C1
-7.5 | Cc1nc2ccc(C(=O)N3CCCC(n4nc(-c5ccco5)ccc4=O)C3)cc2[nH]1 (configuration not stated)
-51.2 | Cc1ncc(-c2ccncc2)c(C2CCCN(C(=O)N3CCCC3)C2)n1 (configuration not stated)
-12.9 | CCOc1cc(-c2nc3cnccn3c2NCC2CCCO2)ccc1O (configuration not stated)
-18.5 | COC(=O)[C@H]1CN(C(=O)C2CC(=O)N(C)C2)C[C@@H]1c1ccc(F)cc1 (some centres not stated)
-19.6 | CC[C@H](Cn1ncc2ccccc2c1=O)NC(=O)C1(c2ccc(OC)cc2)CC1
-23.9 | Cc1ncccc1C(=O)N[C@H](Cn1nnc2ccccc21)C(C)C

Arranged by SMILES length (rising): three of the compounds above.
EP2 modulator | mol
-12.9 | CCOc1cc(-c2nc3cnccn3c2NCC2CCCO2)ccc1O (configuration not stated)
-25.1 | CCc1nn(Cc2ccccn2)c(=O)c2cc3sc(C)cc3n12
-11.5 | Cc1cc2c(o1)c1cnn(CC(=O)NC3CC3)c(=O)c1n2C(C)C

(cont.)
EP2 modulator | mol
4.7 | Cc1nc2c(c(=O)[nH]1)CN(C(=O)c1ccc3nc(C)[nH]c3c1)CC2
1.6 | CCn1ncc(C(=O)N2CCCC(c3ncncc3-c3cc(C)no3)C2)c1C (configuration not stated)
-16.0 | Cc1cc(C)n(CCC(=O)N2CCC(c3nc(C)ncc3-c3ccncc3)CC2)n1
-1.3 | O=C(Cn1nnc2ccccc21)N1CCc2c(nc(N3CCCC3)[nH]c2=O)C1
0.0 | Cc1cc(C)c2c(n1)nn1c(NC3CC3)cc(C)nc21
18.8 | CCc1c(C)sc2nc(C(C)C)n3c(=O)n(Cc4cccnc4)nc3c12
46.7 | COC(=O)[C@H]1CCc2ccccc2N1C(=O)c1ccco1
-12.1 | COc1ccc(-c2ccc(=O)n(CC3CCN(C(=O)c4cc(F)cc(F)c4)CC3)n2)cc1
-1.9 | Cc1nc2cccnc2n1C1CCN(CC(=O)N2CCOCC2)CC1
-55.5 | CCc1nn(CC(=O)N2CCC(C(N)=O)CC2)c(=O)c2cc3sc(C)cc3n12

Following part:
EP2 modulator | mol
1.6 | CC(=O)N1CCN(C(=O)Cn2nc3c(C)cc4c(C)cc(C)cc4n3c2=O)CC1
-7.9 | CC(C)CC(NC(=O)Cc1cccs1)c1nc2cccnc2n1C(C)C (configuration not stated)
-38.1 | CC1CN(C)CCC1CCc1ccc(NC(=O)CC2NC(=O)c3ccccc32)cc1 (configuration not stated)
-5.5 | Cc1cc2c(cc3c(=O)n(CC(=O)N4CCCCC4)nc(C)n32)s1
-62.9 | O=C(c1nc2ccccc2s1)C1CCN(C(=O)CCc2ccc(-c3ccccc3)o2)CC1
-26.7 | CCCc1nn(CC(=O)NC(C)(C)C)c(=O)c2cc3ccsc3n12
-44.1 | COc1ccc(-c2ccc(=O)n(CC3CCN(C(=O)c4ccccc4F)CC3)n2)cc1
21.2 | Cc1noc(C)c1CCC(=O)N1CCC(n2nnc(-c3ccc(F)cc3)n2)CC1
-72.0 | COc1ccc(-c2c(C)nn3c(NCCN4CCOCC4)cc(C)nc23)cc1
15.1 | C#CCNC1CCN(Cc2ccccc2)CC1c1ccccc1 (configuration not stated)

(next part)
EP2 modulator | mol
-79.7 | O=C(CN1CCC(c2ccc3c(c2)OCO3)CC1)NC1CCCCC1
12.3 | COC(=O)[C@H]1CCc2ccccc2N1C(=O)C(C)(C)C
19.5 | CCc1cc2cc3c(cc2n2c(=O)n(CC(=O)NCCOC)nc12)OCO3
-21.4 | O=C(Cc1c(F)cccc1Cl)N1CCC[C@H]1[C@H](O)c1nccs1
13.2 | O=c1[nH]c(NC2CCN(S(=O)(=O)c3ccccc3C(F)(F)F)CC2)nc2c1CCC2
-15.8 | COc1ccc(Cn2cc(C(=O)NCc3ccncc3)nn2)cc1
-15.9 | CCn1c(=O)n(CC(N)=O)c2cccnc21
-4.4 | Cc1ncc(-c2ccncc2)c(C2CCCN(C(=O)c3cnn(C(C)C)c3)C2)n1 (configuration not stated)
-66.5 | O=C(CN1CCC(c2ccc3c(c2)OCO3)CC1)NC1CCCC1
-0.8 | O=C(CCn1ncc2ccccc21)N1CCCC1c1nc2ccccc2[nH]1 (configuration not stated)

Next section.
EP2 modulator | mol
22.4 | O=C(Nc1ccc(F)cc1)N1CCCC1c1nc(-c2ccncc2)n[nH]1 (configuration not stated)
-40.1 | Cc1ccc2nc3c(cc2c1)CN(CC1CCCO1)C(=O)C(C)O3 (configuration not stated)
-2.9 | O=C(Cn1nc2c3ccccc3nc(C3CC3)n2c1=O)NCc1ccccc1F
-33.7 | CCn1c(=O)n(CC(=O)NCc2ccccc2)c2cccnc21
-7.3 | Cc1cc(-c2cn[nH]c2C2CCCN(C(=O)C3(c4ccccc4)CC3)C2)on1 (configuration not stated)
-35.0 | CCn1c2cc(C)sc2c2cnn(CC(=O)NC(C)(C)C)c(=O)c21
-48.2 | Cc1nn(CC(=O)N2CCC(Cc3ccccc3)CC2)c(=O)c2cc3ccsc3n12
-16.3 | CC1CN(c2nc3c(c(=O)[nH]2)CCN(Cc2c(F)cccc2F)C3)CC(C)O1 (configuration not stated)
-38.6 | Cc1ccc2nc3c(cc2c1)CN(Cc1ccccc1)C(=O)CO3
20.0 | CCCNC(=O)Cn1c(=O)n(Cc2cccs2)c2ncccc21

(more compounds)
EP2 modulator | mol
0.6 | CCN1c2ncccc2C(=O)NC12CCN(C(=O)Cn1ncc3ccccc3c1=O)CC2
-34.4 | O=C(CN1CCC(O)(c2ccccn2)CC1)Nc1ccc(F)c(Cl)c1
17.5 | COc1ccc(C(NC(=O)c2cncnc2)c2nccn2C)cc1 (configuration not stated)
-10.7 | CCc1nn(CC(=O)NC(c2ccccc2)c2ccccc2)c(=O)c2cc3sccc3n12
-10.3 | CCN(CC)C(=O)CN1CCC(c2ccc(OC)c(OC)c2)CC1
-1.5 | O=C(CN1N=C(c2ccccc2)Cn2c(cc3sccc32)C1=O)N1CCCCC1
-72.7 | O=c1[nH]c(N2CCCC2)nc2c1CCN(Cc1ccnc3ccccc13)C2
66.3* | O=C(Nc1ccccc1N1CCCCC1)c1ncoc1-c1cccs1
8.1 | COc1ccc(CNC(=O)Cn2nc(C)n3c(cc4sc(C)cc43)c2=O)cc1
-16.3 | Cc1nc2sc3c(c2c2nn(CC(=O)N4CCCC4)c(=O)n12)CCC(C)C3 (configuration not stated)

Among those listed so far, these contain a Cl atom.
EP2 modulator | mol
-21.4 | O=C(Cc1c(F)cccc1Cl)N1CCC[C@H]1[C@H](O)c1nccs1
-34.4 | O=C(CN1CCC(O)(c2ccccn2)CC1)Nc1ccc(F)c(Cl)c1

Following part.
EP2 modulator | mol
-10.4 | CN1[C@@H](C(=O)N2CCN(c3ccc(F)cc3)CC2)C[C@@H](c2ccco2)NS1(=O)=O
-35.1 | CCn1c2cc(C)sc2c2cnn(CC(=O)N3CCOCC3)c(=O)c21
-5.6 | O=C(CN1CCC(O)(c2cccnc2)CC1)NC1CCCCC1
22.5 | CC(C)n1c(=O)n(C(=O)c2ccco2)c2cccnc21
1.6 | CCc1nn(CC(=O)NCc2cccnc2)c(=O)c2cc3ccsc3n12
-33.7 | O=C1NC(CC(=O)N2CCC(C(=O)c3nc4ccccc4s3)CC2)c2ccccc21 (configuration not stated)
-24.6 | CC1CN(c2nc3c(c(=O)[nH]2)CCN(CC2=Cc4ccccc4OC2)C3)CC(C)O1 (configuration not stated)
-25.4 | COc1ccc(C2=NN(CC(=O)NC(C)(C)C)C(=O)c3cc4sccc4n3C2)cc1
-52.1 | CCc1nn(CC(=O)N2C(C)CCCC2C)c(=O)c2cc3sccc3n12 (configuration not stated)
-0.8 | Cc1nn(CC(=O)NCCc2cccc(F)c2)c(=O)c2cc3sccc3n12

More compounds follow.
EP2 modulator | mol
-7.7 | Cc1cc2c(cc3c(=O)n(CC(=O)N4CC(C)CC(C)C4)nc(C)n32)s1 (configuration not stated)
-12.7 | CC[C@H](Cn1nc(-c2ccc(OC)cc2)ccc1=O)NC(=O)c1cnsc1
-20.3 | COc1ccc(C(NC(=O)c2ccccn2)c2nccn2C)cc1 (configuration not stated)
-60.2 | Cc1nc2c(-c3ccccc3)c(C)nn2c(NCCO)c1C
-19.1 | O=C(CC1CCCCC1)N1CCC[C@@H]1Cn1nc(-c2ccc3c(c2)OCO3)ccc1=O
-12.2 | CCN1C(=O)C(c2ccc(F)cc2)C2(CCN(C(=O)c3ccco3)CC2)C1=O (configuration not stated)
-54.5 | O=C(c1ccncc1)N1C2CCC1CC(c1ccc(F)cc1)C2 (configuration not stated)
-2.7 | O=C(c1n[nH]c2c1CCCC2)N1CCC(c2ccnc3nc(C(F)(F)F)nn23)CC1
-35.2 | Cc1cc2c(o1)c1cnn(CC(=O)N3CCCCC3)c(=O)c1n2C(C)C
-22.7 | CCCc1nn(CC(=O)N(Cc2ccccn2)C2CC2)c(=O)c2cc3ccsc3n12

The list continues.
EP2 modulator | mol
2.2 | Cc1sc2nc(C3CC3)n(C3CCN(CC(=O)N4CCC(C)CC4)CC3)c(=O)c2c1C
20.3 | Cc1cc2c(o1)c1cnn(CC(=O)N3CCCCC3)c(=O)c1n2C
21.6 | O=C(c1cc2c(s1)CCC2)N1CCC[C@@H]1[C@@H](O)c1cccs1
-28.8 | COc1ccc(C2(C(=O)N3CCC(Cn4nc(-c5ccco5)ccc4=O)CC3)CC2)cc1
-23.7 | O=C(c1cccc(F)c1)N1CCC(Cn2nc(-c3ccccc3)ccc2=O)CC1
-13.4 | CCc1nn(CC(=O)N(C)C)c(=O)c2cc3oc(C)cc3n12
-32.9 | O=C(c1nc2ccccc2s1)C1CCN(C(=O)Cc2n[nH]c(=O)c3ccccc23)CC1
-22.4 | OC1(c2nccs2)COC2(CCN(c3c4c(nc5ncnn35)CCC4)CC2)C1 (configuration not stated)
10.7 | Cc1ccc(-n2c(=O)[nH]c3c(C(N)=O)nc(-c4cn(C)nc4C)nc32)cc1
-38.9 | COc1cccc(-n2c(=O)[nH]c3c(C(N)=O)nc(-c4cccc(O)c4)nc32)c1

The list continues.
EP2 modulator | mol
-12.2 | O=C(C1CC1)N1CCC[C@H]1Cn1nnc2ccccc2c1=O
-29.2 | CCc1nn(CC(=O)N2CCCCC2)c(=O)c2cc3ccsc3n12
26.2 | COc1ccc(NC(=O)Cn2nc(C)n3c(cc4sccc43)c2=O)cc1
-29.4 | O=C(Cc1ccc(Cl)cc1Cl)N1CCC[C@H]1[C@H](O)c1nccs1
0.7 | CCOC(=O)C(C)n1nc(C)n2c(cc3ccsc32)c1=O (configuration not stated)
14.5 | C=CCn1ncc2c3sc(C)cc3n(Cc3cccc(OC)c3)c2c1=O
-9.9 | CN1[C@H](C(=O)Nc2ccccc2C(F)(F)F)C[C@H](c2cccs2)NS1(=O)=O
-75.1 | O=C(c1nc2ccccc2s1)C1CCN(C(=O)C2=Cc3ccccc3OC2)CC1
-3.0 | Cc1nn(CC(=O)NCCCc2ccccc2)c(=O)c2cc3sccc3n12
-21.3 | COCC(=O)N1CCC(Cn2nc(-c3cccs3)ccc2=O)CC1

Reprinted at random: 7 entries already listed.
EP2 modulator | mol
26.2 | COc1ccc(NC(=O)Cn2nc(C)n3c(cc4sccc43)c2=O)cc1
-21.3 | COCC(=O)N1CCC(Cn2nc(-c3cccs3)ccc2=O)CC1
14.5 | C=CCn1ncc2c3sc(C)cc3n(Cc3cccc(OC)c3)c2c1=O
0.7 | CCOC(=O)C(C)n1nc(C)n2c(cc3ccsc32)c1=O (configuration not stated)
-3.0 | Cc1nn(CC(=O)NCCCc2ccccc2)c(=O)c2cc3sccc3n12
-12.2 | O=C(C1CC1)N1CCC[C@H]1Cn1nnc2ccccc2c1=O
-75.1 | O=C(c1nc2ccccc2s1)C1CCN(C(=O)C2=Cc3ccccc3OC2)CC1
